# Calpain2 inh: calpain II (pig) inhibition. purified calpain II, fluorogenic peptide substrate, 30 min. inhibition, % at 16 µM. hit rate 0.37% among 220,000. AID 1236;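 active = inhibition above about 50%, limit read from the data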
# TNF necrop inh: inhibitors of TNF-alpha induced necroptosis in Jurkat FADD-/- cells; activation (protection from cell death), % at 10 µM; Jurkat FADD-/- TNF necroptosis rescue, ATP luminescence, 24 h; 0 = TNF only, 100 = no-TNF cells; hit rate 0.068% among 220,000;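 active = activation, meaning protection from cell death, of at least 50% relative to plate controls; inactive = activation below 50%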;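 note: necroptosis triggered by 40 ng/mL TNF-alpha added together with compound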
# MDM2 E3 inh: blocks human Mdm2 ubiquitin ligase activity. signal enhancement, % at 5 µM. hit rate 0.11% among 210,000. cell-based MDM2 ubiquitination luciferase reporter, 2 h; 0 = plate control, 100 = twice control, blank-subtracted;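 active = signal enhancement of 30% or more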;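 note: luminescence tracks abundance of the self-degrading MDM2-luciferase fusion protein; higher signal means inhibition of MDM2 E3 ligase activity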
# Target sequence (Q00987 whole entry, looked up, the tested form may be a part): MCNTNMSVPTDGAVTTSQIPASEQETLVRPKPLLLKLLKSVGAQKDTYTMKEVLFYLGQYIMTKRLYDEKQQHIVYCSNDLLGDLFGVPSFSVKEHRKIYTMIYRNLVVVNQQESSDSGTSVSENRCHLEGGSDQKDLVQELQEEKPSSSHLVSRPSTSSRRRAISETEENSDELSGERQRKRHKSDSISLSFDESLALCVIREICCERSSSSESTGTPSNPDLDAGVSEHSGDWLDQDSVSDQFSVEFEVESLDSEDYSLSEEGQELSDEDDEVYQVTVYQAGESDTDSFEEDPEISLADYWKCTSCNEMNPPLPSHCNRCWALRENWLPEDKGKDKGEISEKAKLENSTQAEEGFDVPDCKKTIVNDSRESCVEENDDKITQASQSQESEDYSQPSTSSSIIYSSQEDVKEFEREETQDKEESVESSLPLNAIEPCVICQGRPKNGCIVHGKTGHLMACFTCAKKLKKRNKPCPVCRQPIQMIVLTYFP
#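 Material: stable MDM2–luciferase fusion reporter cells / Quantity: 2000 cells/well / Dosing: single 5 µM compound dose, 0.2% final DMSO / Buffer or medium: DMEM / Schedule: 4 h cell settling then 2 h compound exposure, 37 °C / Detection: luminescence with SteadyLite reagent, 15 min at room temperature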
# L929 necroptosis: L929 zVAD cell death inhibition | L929 zVAD necroptosis rescue, ATP luminescence, 24 h; with zVAD 60 µM | viability rescue, % at 10 µM | hit rate 0.38% among 220,000 | AID 1377;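 active = activation, scaled between plate controls, above about 75%, limit read from the data; inactive = activation under that limit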;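 note: 0% = zVAD with DMSO and 100% = DMSO alone without zVAD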
# eIF4E 4G PPI: blocks eIF4E binding to eIF4G; hit rate 0.37% among 220,000; AID 782; inhibition, % at 21.7 µM; P63073+Q04637; TR-FRET eIF4E-eIF4GI(517-606) binding, 2 h;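 active = inhibition above about 30%, limit read from the data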;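 note: 0% = full FRET control wells and 100% = background wells lacking eIF4GI fragment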
# Rad51 HR inh: blocks human Rad51 in homologous recombination; hRad51 DNA strand exchange, fluorescence dequenching; inhibition, % at 10 µM; AID 1385; Q06609; hit rate 0.085% among 200,000;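 active = inhibition above 40% at the single screening dose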;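 note: 0% = DMSO control wells and 100% = blanks with heterologous ssDNA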
# Target sequence (Q06609 whole entry, looked up): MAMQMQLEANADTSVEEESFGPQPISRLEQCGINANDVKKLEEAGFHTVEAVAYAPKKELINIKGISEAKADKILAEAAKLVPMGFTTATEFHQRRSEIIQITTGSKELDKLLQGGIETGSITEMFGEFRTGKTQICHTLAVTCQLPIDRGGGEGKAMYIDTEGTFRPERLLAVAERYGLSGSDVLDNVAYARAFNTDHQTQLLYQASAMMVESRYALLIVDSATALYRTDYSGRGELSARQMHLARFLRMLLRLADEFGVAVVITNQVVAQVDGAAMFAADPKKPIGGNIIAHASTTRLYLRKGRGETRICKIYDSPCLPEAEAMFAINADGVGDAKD
#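 Test system: preformed human Rad51 ssDNA filaments. Compound dosing: single dose, 10 µM final compound. Incubation: filaments 15 min 37 °C, then compound 30 min. Technique: FRET fluorescence dequenching, excitation 485 nm, emission 520 nm. Read-out basis: percent inhibition from fluorescence, normalised to plate control and blank means. Benchmarks: plate controls and plate blanks.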
# PERK inh: human PERK inhibition, primary cell-based screen. CHO PERK-DD fusion, SEAP luminescence translation reporter. inhibition, % at 5.6 µM. hit rate 0.17% among 220,000. AID 1416;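 active = inhibition above the mean inhibition of all tested compounds plus 3 SD, set separately per screening campaign, cut at about 2.9% in these data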;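 note: PERK kinase domain activated by AP20187 dimerizer at 100 nM; 0% = DMSO with dimerizer and 100% = rapamycin at 8.4 µM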
# KCC2 mod: KCC2 (human) Cl- transport modulation | hit rate 2.2% among 190,000 | Q9H2X9 | AID 1456 | B-score of Tl+ flux slope (higher = more flux/activation; lower = inhibition) at 10 µM | KCC2 cells, thallium flux FluoZin-2 fluorescence;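 active = thallium flux slope and its plate-corrected score both differing from the plate sample mean at a set confidence after two filtering rounds, in either direction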;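 note: slope of fluorescence scaled to starting intensity during 10 to 20 s after thallium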
# EBV gp42 block: EBV gp42 inhibition; Fluorescence polarization binding assay, mP read-out; inhibition, % (tested at 21.74 µM); hit rate 0.42% among 220,000; AID 1085; in the data active = inhibition above about 50%
# Target sequence (Q1HVG2 whole entry, looked up): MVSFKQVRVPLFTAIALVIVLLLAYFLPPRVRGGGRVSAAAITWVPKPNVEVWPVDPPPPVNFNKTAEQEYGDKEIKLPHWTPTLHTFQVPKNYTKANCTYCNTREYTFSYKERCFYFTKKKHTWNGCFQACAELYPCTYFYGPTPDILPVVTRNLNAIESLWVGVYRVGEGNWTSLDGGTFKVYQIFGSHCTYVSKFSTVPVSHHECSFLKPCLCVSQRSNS
# The depositor's hits bear a star; / = no result given; [ ] = another dose, or the depositor's remark.
SMILES,Calpain2 inh,TNF necrop inh,MDM2 E3 inh,L929 necroptosis,eIF4E 4G PPI,Rad51 HR inh,PERK inh,KCC2 mod,EBV gp42 block
COc1ccc(CCNC(=O)Cn2nnc(-c3ccc(N4CCOCC4)cc3)n2)cc1OC,-37,-0.3,-16,-0.1,-4,6,0.0,-0.51,-14
O=[N+]([O-])c1ccc(Cl)c(-c2ccc(/C=N/c3c(-c4ccco4)nc4ccccn34)o2)c1,-27,-8.0,-36,-0.3,14[fluorescence artefact?],/,0.1,0.046,4
CN1CCN(C(=S)NC(=O)c2ccc(-c3ccccc3)cc2)CC1,-34,-0.1,-17,-0.9,0,18,-1.1,27*,-4
Cc1ccn2cc(CCNS(=O)(=O)c3ccc4c(c3)OCCO4)nc2c1,-15,-0.3,-12,0.2,2,2,-0.6,-1.4,-8
CCC(=O)Nc1c(C(=O)Nc2ccc3c(c2)OCCO3)oc2ccccc12,13,-2.3,-56,2.5,-2,-67,0.4,-0.15,1
COc1cc(OC)c(OC)cc1/C=C1\Oc2cc(OS(C)(=O)=O)ccc2C1=O,-17,-2.5,-10,-0.2,11,-319,-0.4,-1.1,-31
CCCCNC(=S)Nc1ccc(SC(F)F)cc1,26,-7.2,4,-0.5,-3,-6,-0.4,-1.2,-3
CC(=O)n1cc(C2C(=O)CCCC2=O)c2ccccc21,-3,0.2,2,-0.5,-1,/,0.8,0.68,-19
Cc1ccc2nsnc2c1S(=O)(=O)NCCc1c(C)[nH]c2ccc(F)cc12,6,0.1,-14,0.3,-3,5,-0.4,0.37,-16
Cc1cccc(-c2nnc(-c3cccc(NC(=O)Cc4cccs4)c3)o2)c1,6,-10.0,-3,0.4,-15,-3,0.0,-1.1,-7
Cc1ccc(-c2n[nH]c(=S)n2/N=C/c2ccc(C)o2)cc1,18,0.3,-21,2.1,3,-4,1.1,3.7*,-18
COC(=O)C1=C(C(=O)c2ccccc2)C(c2cccs2)n2nnnc2N1 (stereo unspecified),1,-0.6,-13,-0.5,1,1,-0.3,-0.74,7
O=C(O)CN1CCCCC1,26,0.4,11,0.1,0,-3,0.4,/,-16
Cc1cc(C)n(C2CCCCC2OC(=O)c2ccccc2)n1 (stereo unspecified),-3,-3.0,-14,0.3,-2,/,-0.1,2.4,-15
O=C(/C=C/c1ccc(Br)cc1)NC(=O)c1ccccc1O,-50,0.3,-32,8.6,2,7,-1.0,-0.99,17
Cc1ccc2nc(SC(C)C(=O)N3CCCCC3)[nH]c2c1 (stereo unspecified),23,1.3,3,0.8,-2,2,0.8,-0.0055,-11
COc1cc(NC(=S)NCc2cccnc2)cc(OC)c1OC,8,-0.7,-13,0.1,-1,10,2.6,0.21,-14
COCCCN1C(=O)C(=O)/C(=C(/O)c2ccc(OCC(C)C)cc2)C1c1cccnc1 (stereo unspecified),-2,-1.4,19,0.7,-3,3,0.1,1.1,-18
Cc1ccccc1C(=O)NC1CCN(CC(=O)Nc2c(C)cccc2C)CC1,11,-0.8,-4,0.0,-5[fluorescence artefact?],-2,-0.5,-0.00059,5
O=C(O)c1nccnc1C(=O)Nc1ccccc1N1CCOCC1,20,0.5,-7,0.0,8,/,1.6,0.039,-6
O=S(=O)(NCc1csc(-c2cccnc2)n1)c1ccc(Cl)s1,-21,0.6,-17,1.2,-2,-6,0.7,1.8,-8
Cc1ccccc1Cn1nnc2c1C(=O)c1ccccc1C2=O,15,-3.2,/,1.1,-2[fluorescence artefact?],3,1.6,1.2,-15
Cc1ccc(N2C(=O)C(F)(F)C2c2ccccc2)cc1 (stereo unspecified),42,0.3,-9,-0.4,2,3,0.3,0.89,-10
CC(C)(C)NC(=O)C1CCC(CNc2c(N3CCCCC3)c(=O)c2=O)CC1 (stereo unspecified),-24,3.0,-5,0.2,-6,14,1.3,0.62,-4
CC(C)Oc1ccc(C(=O)NC2(C(F)(F)F)NC(=O)N(CCCc3ccccc3)C2=O)cc1 (stereo unspecified),12,1.2,6,2.4,1,2,-0.3,1.1,7
Cc1ccc(C(=O)N/C(=C/c2ccc(-c3cccc([N+](=O)[O-])c3)o2)C(=O)NC(C)C)cc1,-51,-8.0,-11,0.2,-1[fluorescence artefact?],/,2.1,-1.1,11
COc1ccc2c(c1)CC/C(=C\c1ccc(C)o1)C2=O,2,-1.5,-8,1.2,-1,-10,-2.2,0.41,-4
COCCNC(=O)CSc1nc2ccccc2c(=O)n1CCC(=O)NCCc1ccc(OC)c(OC)c1,38,0.3,0,-1.2,-4,-3,0.2,0.71,3
CCCCCCSc1cc(C)nc2ncnn12,11,-3.3,0,-0.8,-2,3,/,-0.33,-20
CSc1ccccc1NC(=O)CN1CC(C)OC(C)C1 (stereo unspecified),-20,-0.2,-10,0.3,0,-2,0.7,0.35,-8
O=C(NC1CCCc2ccccc21)C1CCN(c2nnc(-n3cccc3)s2)CC1 (stereo unspecified),-7,-1.2,-35,1.4,6,-4,-1.5,-1.3,-10
O=S(=O)(c1ccc(N2CCCC2)nc1)N1CCCC1,1,-0.2,13,3.3,1,-7,0.7,0.69,-17
CCC(C)(C(=O)NC1CCCC1)N(CC1CCCO1)C(=O)c1ccc2c(c1)OCO2 (stereo unspecified),13,0.1,-23,0.2,-7,-1,-0.9,/,-5
O=C(O)Cc1ccc(Nc2cnn(C34CC5CC(CC(CC(=O)O)(C5)C3)C4)c(=O)c2Cl)cc1,-13,-1.1,-4,0.5,-1,-10,-1.0,1.6,-11
N#Cc1ccsc1NC(=O)COc1ccc(-c2nnco2)cc1,-52,0.9,-21,4.7,5[fluorescence artefact?],-25,1.2,0.022,14
CCOC(=O)N1CCN(C(=O)CSc2ccc(-c3ccc(OC)c(OC)c3)nn2)CC1,6,-1.4,0,0.8,4,/,1.0,-0.67,-4
CCOc1ccccc1NC(=O)NC(C)c1ccncc1 (stereo unspecified),-22,0.7,4,-0.1,1,12,1.3,0.061,-1
Cc1ccc(CSc2ccc(-c3cccs3)nn2)cc1,8,1.7,-16,0.5,4,8,0.8,1.7,-13
Cc1cc(C(F)(F)F)c2sc(N)nc2n1,-32,-2.2,-22,0.4,2,-14,-0.2,1.8,-18
O=C(Cc1ccc([N+](=O)[O-])cc1)N/N=C/c1ccc([N+](=O)[O-])o1,5,-9.0,-11,19,2,23,-0.2,-1.3,-39
COc1ccc(OC(C)C(=O)Nc2cccc(F)c2)cc1 (stereo unspecified),21,1.5,-9,-0.1,4,/,2.6,-0.66,-9
CCOC(=O)c1ccc2c(c1)n(CCCS(=O)(=O)[O-])c(/C=C/c1ccc(Cl)cc1)[n+]2CC,0,4.4,-11,1.5,3,0,1.9,-0.079,-15
CC(C)(C#N)N([O-])C=C[N+](=O)C(C)(C)C#N,1,-0.5,0,2.1,1,-3,1.0,/,-2
CCCCn1c(=O)c(Cc2ccccc2)c(O)c2ccccc21,-12,0.0,-7,3.8,-3[fluorescence artefact?],/,0.7,-0.5,-9
Brc1ccc2[nH]c3c(c2c1)CCC3,20,-0.5,-7,1.0,4,-21,-1.1,0.13,3
Cc1ccc(NC(=O)c2ccc(NCCCN3CCC(C)CC3)c([N+](=O)[O-])c2)cc1F,23,-0.3,-25,0.6,-3,3,-0.4,-0.026,-12
CCCOCC1CC2(CC(C)(c3csc(N)n3)OC2=O)C(=O)O1 (stereo unspecified),24,-0.9,-12,-0.1,2,-1,0.5,0.0087,1
O=C(Nc1cccc(F)c1)c1ccccc1,0,-0.4,-15,0.1,4[fluorescence artefact?],-1,1.3,0.57,-8
CC(=O)Nc1ccccc1-c1nn[nH]n1,-11,-0.8,-19,-0.1,9,5,-0.5,0.47,-15
Fc1ccc(-c2nnc(-c3ccc(Cl)cc3)o2)cc1,2,-0.5,-25,0.0,-4,-7,0.4,0.54,-3
CCOC(=O)C(NC(C)=O)(Nc1ccc(F)cc1)C(F)(F)F (stereo unspecified),-23,0.3,12,-0.2,0,-10,0.0,-1.6,-4
Cc1ccc(OC(=O)c2sc(Cl)nc2C)cc1C,6,1.8,-17,1.3,1,1,0.0,0.12,-2
O=C(CCCNS(=O)(=O)c1cccc2nsnc12)NC1CCCCC1,-4,-1.4,-6,0.1,6,9,-0.2,-0.046,-6
CCOC(=O)c1ccccc1Cc1nc2ccccc2c(=O)[nH]1,-13,-0.3,-11,1.1,2,0,-0.3,1,-3
Cc1ccc(S(=O)(=O)n2nc(-c3cccnc3)nc2N)cc1,-5,1.0,/,1.4,0,-4,0.7,1.8,-7
COc1cc2c(cc1OC)CN(C(=O)CSc1nc(N)c(C#N)cc1C#N)CC2,-29,-1.4,-4,0.1,7,-2,-1.2,-2.1,1
Cc1ccc(S(=O)(=O)N2CCCCC2)cc1C(=O)c1nccn1C,24,-0.8,-11,-0.4,1,-11,0.0,-0.041,-7
O=C(CCn1cnnn1)Nc1ccc(Cl)c(Cl)c1,-11,-3.4,0,0.7,1,5,-0.6,0.2,-5
C=CCN1C(=O)NC(c2ccccc2)(C(F)(F)F)S/C1=C(\C#N)c1nnc(N2CCOCC2)n1-c1ccccc1 (stereo unspecified),-36,-4.3,0,/,-4,/,-0.3,-1.4,4
Cc1nc(N2CCC(C)CC2)c2c(C)c(C(=O)Nc3ccc(C)c(F)c3)sc2n1,-123,2.0,-6,33,2,-2,1.1,0.79,4

# Among those listed so far, 4 have a CF3 group:
SMILES,Calpain2 inh,TNF necrop inh,MDM2 E3 inh,L929 necroptosis,eIF4E 4G PPI,Rad51 HR inh,PERK inh,KCC2 mod,EBV gp42 block
CC(C)Oc1ccc(C(=O)NC2(C(F)(F)F)NC(=O)N(CCCc3ccccc3)C2=O)cc1 (stereo unspecified),12,1.2,6,2.4,1,2,-0.3,1.1,7
Cc1cc(C(F)(F)F)c2sc(N)nc2n1,-32,-2.2,-22,0.4,2,-14,-0.2,1.8,-18
CCOC(=O)C(NC(C)=O)(Nc1ccc(F)cc1)C(F)(F)F (stereo unspecified),-23,0.3,12,-0.2,0,-10,0.0,-1.6,-4
C=CCN1C(=O)NC(c2ccccc2)(C(F)(F)F)S/C1=C(\C#N)c1nnc(N2CCOCC2)n1-c1ccccc1 (stereo unspecified),-36,-4.3,0,/,-4,/,-0.3,-1.4,4

# The list goes on.
SMILES,Calpain2 inh,TNF necrop inh,MDM2 E3 inh,L929 necroptosis,eIF4E 4G PPI,Rad51 HR inh,PERK inh,KCC2 mod,EBV gp42 block
CCCc1nc2ccccc2c(=O)n1CC(=O)c1ccccc1,2,-0.2,-13,0.2,-1,/,0.7,/,15
CCCCN(CC)C(=O)Cc1ccc(Br)cc1,11,11,1,1.0,4,9,-1.2,-0.0068,-13
Cc1cc(C)cc(NC(=O)C(=O)NCC2CCCO2)c1 (stereo unspecified),-10,-2.8,6,1.8,-3,2,1.2,-2.4e-05,-10
CC(=O)Nc1ccc(NC(=O)CSc2nc(C)nc3sc(C)c(C)c23)cc1,-20,0.5,-16,3.9,-4,-6,1.5,0.27,-17
CC1CCCC(NC2CCCCNC2=O)C1 (stereo unspecified),-24,1.2,-10,0.3,2,-7,0.2,/,-1
CCOC(=O)c1c(NC(C)=O)sc2c1CCC(C=NCCCN(CC)CC)=C2Sc1ccccc1,/,-10,/,3.0,/,-8,-1.7,-1.9,/
CN(c1ccccc1C(N)=O)S(=O)(=O)c1ccccc1,-8,0.0,-4,1.1,-3,8,1.0,-0.12,-4

# Screening data deposited in PubChem by several laboratories.
